ST2 inh: blocks human ST2 binding to IL-33; AlphaLISA ST2-Fc/biotin-IL-33 interaction, 1 h; AID 1259354; actives 2.3% (n = 78,000); Q01638; inhibition, % for hits at 17 µM; in the data active means inhibition above about 30%; inconclusive means mostly about 10% to 28%
Target sequence (Q01638 whole entry, looked up): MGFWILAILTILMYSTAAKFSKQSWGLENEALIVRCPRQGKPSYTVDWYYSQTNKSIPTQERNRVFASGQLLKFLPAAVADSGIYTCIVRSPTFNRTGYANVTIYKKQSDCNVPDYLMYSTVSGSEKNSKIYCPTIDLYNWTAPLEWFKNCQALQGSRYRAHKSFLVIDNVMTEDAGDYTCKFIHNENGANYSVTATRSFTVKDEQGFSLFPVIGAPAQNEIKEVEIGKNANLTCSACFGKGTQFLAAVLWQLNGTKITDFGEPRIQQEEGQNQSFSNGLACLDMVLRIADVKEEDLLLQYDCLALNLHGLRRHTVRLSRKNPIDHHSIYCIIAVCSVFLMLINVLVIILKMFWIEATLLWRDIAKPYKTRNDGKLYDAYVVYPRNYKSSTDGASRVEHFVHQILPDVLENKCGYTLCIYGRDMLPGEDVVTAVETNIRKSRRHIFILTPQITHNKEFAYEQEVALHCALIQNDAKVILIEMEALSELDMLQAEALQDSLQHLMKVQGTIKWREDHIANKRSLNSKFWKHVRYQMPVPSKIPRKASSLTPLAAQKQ
Numbers without * were called inactive; i = inactive; ? = inconclusive. Some of the compounds tested; the hit share may differ from the screen's.

Compound	ST2 inh
O=C1S/C(=C/c2ccc3c(c2)OCO3)C(=O)N1CN1CCCCC1	?
C=CCCCC(=O)Nc1ccccc1C	i
O=C(C1CCN(S(=O)(=O)c2cccnc2)CC1)N1CCc2ccccc21	i
Cc1ccccc1NC(=O)CSC1=C(C#N)C(c2ccsc2)CC(=O)N1 (centres undefined)	i
CC1CC(O)(C#CCOc2ccc(Cl)cc2)C(C)CN1C (centres undefined)	?
O=C(CCc1cn(Cc2ccccc2)c2ccccc12)NCCN1CCOCC1	?
CN1CC2(CCCN(Cc3nnc(-c4cccc(F)c4)o3)C2)OC1=O (centres undefined)	i
CNCCC(=O)c1ccccc1	i
CCN(Cc1nc[nH]c1C)C1CCS(=O)(=O)C1 (centres undefined)	i
Cc1onc(-c2ccccc2)c1C(=O)NN	i
COc1ccc(-n2ncc3c(Nc4cccc(C)c4C)ncnc32)cc1	i
COc1ccc(OC)c(NC(=O)CC2CCCCC2)c1	i

6 consecutive records from above:
Compound	ST2 inh
O=C1S/C(=C/c2ccc3c(c2)OCO3)C(=O)N1CN1CCCCC1	?
C=CCCCC(=O)Nc1ccccc1C	i
O=C(C1CCN(S(=O)(=O)c2cccnc2)CC1)N1CCc2ccccc21	i
Cc1ccccc1NC(=O)CSC1=C(C#N)C(c2ccsc2)CC(=O)N1 (centres undefined)	i
CC1CC(O)(C#CCOc2ccc(Cl)cc2)C(C)CN1C (centres undefined)	?
O=C(CCc1cn(Cc2ccccc2)c2ccccc12)NCCN1CCOCC1	?

(next part)
Compound	ST2 inh
CNCC(=O)NC(c1cccnc1)c1ccc(C)cc1C (centres undefined)	?
COCCCNc1ncnc2c1cnn2-c1ccc(Cl)cc1	i
Cc1[nH]nc(SCC(=O)N2CCOCC2)c1[N+](=O)[O-]	i
O=C(c1ccc(Br)o1)N1CCN=C1SCc1ccc(Br)cc1	i
O=S(=O)(c1ccc(F)c(Cl)c1)N1CCN(c2cc(-c3cccc(F)c3)ncn2)CC1	?
COc1ccc(CNc2c([N+](=O)[O-])c(=O)oc3ccccc23)cc1	i
Clc1ccc(-n2ncc3c(NCc4ccccc4)ncnc32)cc1	i
Cc1cccnc1CC(C)NC(=O)c1n[nH]c(=O)c2ccccc12 (centres undefined)	?
O=C(Nc1ccccc1)Nc1cccc([N+](=O)[O-])c1	i
CCc1nnc(NC(=O)CSC2=NC(=O)C(NC(C)=O)C(=O)N2)s1 (centres undefined)	i
COc1ccc(N2CCN(Cc3ccc4nsnc4c3)C(C)C2)cc1 (centres undefined)	?
COc1ccc(C(C)(C)NC(=O)c2nc[nH]c2C)cc1OC	i

Fetched one by one from the list above, 2 records:
Compound	ST2 inh
COc1ccc(N2CCN(Cc3ccc4nsnc4c3)C(C)C2)cc1 (centres undefined)	?
Cc1[nH]nc(SCC(=O)N2CCOCC2)c1[N+](=O)[O-]	i

Further compounds:
Compound	ST2 inh
CC(C)(O)C1CC=C(C(=O)OC[C@H]2O[C@@H](Oc3cc(C(=O)O)cc(O)c3O)[C@H](O)[C@@H](O)[C@@H]2O)CC1 (some centres undefined)	?
O=C(C1CCC1)N1CCc2cc(S(=O)(=O)N3CCn4c3nc3ccccc34)ccc21	i
CCN(CCN1CCCC1)Cc1cccnc1	i
Cc1cc(F)ccc1NC(=O)CN(C)S(=O)(=O)c1ccc(C(=O)N2CCOCC2)s1	i
CSc1cccc(CN(C(=O)Cc2ccncc2)C(C)C)c1	?
COc1ccc(C2=C(CN(C)C)C(c3ccccc3)c3ccccc3O2)cc1OC (centres undefined)	?
CCOc1cc(C2C3=C(Nc4c2c(=O)n(C)c(=O)n4C)c2ccccc2C3=O)ccc1O (centres undefined)	i
CCOc1ccccc1CN1CCc2cc(OC)c(OC)cc2C1	i
CC1=NN(c2ccc(Cl)c(Cl)c2)C(=O)/C1=C/c1cc([N+](=O)[O-])ccc1O	i
O=C(COc1ccc2ccccc2c1)N1CCN=C1SCc1ccccc1F	i
COc1ccc(N2CCN(S(=O)(=O)c3ccc(NC(C)=O)cc3)CC2)cc1	i
CN1CCN(C2CC(=O)N(c3ccc(Cl)cc3Cl)C2=O)CC1 (centres undefined)	?
CC1=NN(c2ccc(S(N)(=O)=O)cc2)C(=O)C1	i
Cc1c(Br)c([N+](=O)[O-])nn1CCCC(=O)Nc1ccc(F)cc1F	i
CCN(Cc1ccccc1Cl)C(=O)CCNC(=O)c1ccccc1F	i
CCOC(=O)C(CC)Sc1nc2c(c(=O)n1-c1ccc(Br)cc1)SCC2 (centres undefined)	i
CC(C)c1ccc(NC2=NC3CS(=O)(=O)CC3S2)cc1 (centres undefined)	i
O=C(N[C@H]1CO[C@H]2[C@@H]1OC[C@@H]2Nc1nccc(-c2ccc(-c3ccccc3)cc2)n1)c1ccccc1	i
CC(=O)Oc1c(C)cc(CN(C)Cc2n[nH]c3c2CCC3)cc1C	?
CC(C)c1ccc(OCC(=O)Nc2ccccc2[N+](=O)[O-])cc1	?
CN(Cc1ccccc1)C1CCCN(C(=O)CCc2cc(Cl)no2)C1 (centres undefined)	?
CCC(CC)C(=O)Nc1ccccc1Br	i
CN1CCN(C(=O)c2cc3n(n2)CCN(c2cc(-n4cccn4)ncn2)C3)CC1	?
CCc1nnc(NC(=O)CCN2C[C@@H]3[C@@H]4CC[C@@H](C4)[C@@H]3C2)s1	i

Structures from the list above with a thiophene ring, fused or not (two):
Compound	ST2 inh
Cc1ccccc1NC(=O)CSC1=C(C#N)C(c2ccsc2)CC(=O)N1 (centres undefined)	i
Cc1cc(F)ccc1NC(=O)CN(C)S(=O)(=O)c1ccc(C(=O)N2CCOCC2)s1	i

Next section
Compound	ST2 inh
OCCC1CN(c2nc(-c3ccncc3)nc3c2CCNCC3)CCO1 (centres undefined)	i
NCC(O)C1CCCCCCC1 (centres undefined)	i
N#Cc1ccc(N2C(=O)C3C4CCC(C4)C3C2=O)cc1 (centres undefined)	i
Cc1ccccc1CNC(=O)C(=O)Nc1cccc(C)c1C	i
Cc1oc(-c2cccs2)nc1-c1c(-c2ccccc2)ncn1CCCO	?
Cc1ccc2oc(-c3cccc(NC(=O)c4ccccc4I)c3)nc2c1	i
CSCCCNC(=O)C1CCCN(C2CCN(Cc3ccccc3)CC2)C1 (centres undefined)	i
CC(C)(O)C#Cc1ccc(C(=O)N2[C@@H]3CC[C@H]2CNC(=O)C3)cc1	i
CC(C)(C)c1ccc(-c2cc(C[C@H]3CNCC[C@H]3CC(=O)NC3CCCCC3)no2)cc1	i
O=C(O)c1ccc(CSC2CCCCC2)cc1	i
COC(=O)c1ccc(Oc2ncnc3sc4c(c23)CCCC4)cc1	i
COCCCNc1nc2c(c(=O)n(C)c(=O)n2C)n1Cc1c(Cl)cccc1Cl	i
COc1ccc(NS(=O)(=O)c2cccc(N)c2)cc1	?
CCOC(=O)c1c(NC(=O)C(C)Oc2ccc(F)cc2)sc(C)c1C (centres undefined)	?
CN(C)CC1(O)CCCN(C(=O)c2cccc3cc[nH]c23)C1 (centres undefined)	i
N#Cc1ccccc1NC(=O)c1ccc([N+](=O)[O-])cc1	i
Cn1cc(C2=C(c3ccc(Cl)cc3Cl)C(=O)NC2=O)c2ccccc21	?
O=C1CSC(c2ccco2)N1Cc1ccccc1 (centres undefined)	i
O=C(c1cccc(F)c1)N1CCN=C1SCc1ccccc1F	i
COc1ccccc1N(CC(=O)N1CCN(c2ccccc2)CC1)S(C)(=O)=O	i
Cc1cc(C)cc(-n2nc3c(c2NC(=O)COc2ccc(Cl)cc2)CSC3)c1	i
Clc1ccc(-c2csc(Nc3ncccn3)n2)cc1	i
O=C(CN[C@H]1CCCN(Cc2ccccc2)C1)Nc1cnccn1	?
COc1ccccc1C1CN(Cc2c(C)nn(C)c2Cl)Cc2ccccc2O1 (centres undefined)	i

Next part:
mol	ST2 inh
COc1ccc(-c2csc(-c3cccnc3)n2)cc1F	?
CC(=NCc1ccccc1)c1c(O)[nH]c(=O)[nH]c1=O	i
CC1(C)Cc2nc3sc4c(OCC(N)=O)ncnc4c3cc2CO1	i
CC(c1nccs1)N(C)Cc1nc(-c2ccco2)no1 (centres undefined)	i
O=C1CCCc2sc([N+](=O)[O-])cc21	i
Cc1ccc(OCC(O)CN2C(=O)NC(C)(C)C2=O)cc1 (centres undefined)	i
CCCCOc1ccc(C(=O)NN)cc1	i
Cc1ccc(N2CC(NC(=O)C(=O)c3c[nH]c4ccccc34)CC2=O)cc1 (centres undefined)	i
O=C(c1ccccc1)N1Cc2[nH]cnc2C[C@H]1c1nc(-c2ccc3ccccc3c2)no1	i
COc1cc2c(cc1OC)CN(C(=O)C(Cl)(Cl)Cl)CC2	i
O=C(c1cc2ccccc2c(=O)o1)N1CCCCCC1	?
CCOc1ccc(-c2csc(-c3cc4cc(OC)ccc4oc3=O)n2)cc1	?
CCc1ccccc1-c1ccc2cc[nH]c(=O)c2c1	?
CCOc1ccc(-n2c(=O)c3sccc3n(CC(=O)Nc3cc(C)[nH]n3)c2=O)cc1	i
Cc1cccc(-c2noc([C@@H]3C[C@@H](O)CN3Cc3ccc(Cl)cc3)n2)c1	i
CCCc1cc(C(=O)NC(C)c2ccccc2)no1 (centres undefined)	i
CN(CC(=O)N1CCn2c1nc1ccccc12)S(=O)(=O)c1ccc2c(c1)CCC(=O)N2	i
CC(C)N1C(=O)CO[C@H]2CN(Cc3ncc[nH]3)C[C@H]21	i
O=C1CSC(SCC(=O)Nc2ccccc2Cl)=N1	?
Cc1cccc(CN2CCN(C(=O)CC3=CCNCC3)C(C)C2=O)c1 (centres undefined)	?
Cc1ccccc1C(=O)Nc1sc2c(c1C(=O)N(C)C)CCCCC2	i
OC[C@H]1O[C@@H](OCCc2ccccc2)[C@H](O[C@@H]2OC[C@](O)(CO)[C@H]2O)[C@@H](O)[C@@H]1O	i
O=c1[nH]n(-c2cccc(Br)c2)c(O)c1C=C1C=Nc2ccccc21	?
CCN(CC)C(=O)C(=O)N1CCc2nc(N(C)C)[nH]c(=O)c2CC1	i
O=C(NC1CCCCCC1)C1CCN(S(=O)(=O)c2cccc3cccnc23)CC1	i
Cn1c(=O)c2cc(S(=O)(=O)Nc3ccc4c(c3)OCO4)ccc2n(C)c1=O	i
COc1cc(C2C(C#N)=C(N)OC3=C2C(=O)CCC3)cc2c1OCO2 (centres undefined)	i
COc1ccc(-c2csc(/C(C#N)=C/c3ccccc3OC)n2)cc1	40.0%*
COc1ncccc1-c1cncc(C(=O)N2CCCCC2)n1	?
CC[C@H]1CN(C(=O)Nc2cccc(C(F)(F)F)c2)CC[C@H]1CC(=O)NCc1ccc(F)cc1	?
C#Cc1ccc(-c2c(-c3ccccc3)ncn2CCC(=O)OC)cc1	i
O=C(c1ccc(S(=O)(=O)N2CCOCC2)cc1)N1CCN(Cc2ccc3c(c2)OCO3)CC1	?
CCC(=O)Nc1nnc(Cc2ccccc2)s1	i
CC(C)Oc1cccc(C(=O)C2CCCN(C3CCN(Cc4ccccn4)CC3)C2)c1 (centres undefined)	i
c1ccc(COc2ccc(CN3CCN(c4ccccn4)CC3)cc2)cc1	i
COc1ccc(-c2noc(CCC(=O)N(C)c3ccc(Br)cc3)n2)cc1	i
CN1CCc2c(sc(NC(=O)C(C)(C)C)c2-c2nc3ccccc3s2)C1	?
O=C(CS(=O)(=O)c1cn(Cc2ccc(F)cc2)c2ccccc12)N1CCc2ccccc21	i
CCCC(=O)N1c2ccccc2NC2=C(C(=O)CCC2)C1c1ccccc1Cl (centres undefined)	i
O=C1CC(c2ccc3c(c2)OCCO3)c2cnn(Cc3ccncc3)c2N1 (centres undefined)	i
CCOc1ccc(-c2cc3cc(OC)c(OC)cc3c(CC)n2)cc1	i
O=C(NCc1ccccc1)/C(=C/c1ccc2c(c1)OCO2)NC(=O)c1ccccc1Cl	i
CCC(C)OC(=O)C1=C(C)NC2=C(C(=O)C(C(=O)OC)C(C)C2)C1c1ccc(OC)c(O)c1 (centres undefined)	i
CCSc1nnc(-c2ccccc2NC(C)=O)c(=O)[nH]1	i
O=C(Nc1ccc(S(=O)(=O)N2CCCCCC2)cc1)C1CCCCC1	i
Cc1ccc(C)c(C(=O)Cn2c(NCCO)nc3ccccc32)c1	i
CCCCOC(=O)Cn1c(-c2ccccc2)nc2ccccc2c1=O	i
CCOC(=O)C1=C(C)Nc2nc(SCc3ccc(C(=O)O)cc3)nn2C1c1ccc(C)cc1 (centres undefined)	i
COc1cc(C=NS(=O)(=O)c2cccs2)cc(Br)c1O	?
Cc1ncc(-c2nccn2C(C)c2cnn(-c3ccccc3)c2)n1C (centres undefined)	?

Part of the list above in order of number of heavy atoms, lowest first.
mol	ST2 inh
COc1cc(C=NS(=O)(=O)c2cccs2)cc(Br)c1O	?
Cc1ccc(C)c(C(=O)Cn2c(NCCO)nc3ccccc32)c1	i
CCOc1ccc(-c2cc3cc(OC)c(OC)cc3c(CC)n2)cc1	i
O=C(NCc1ccccc1)/C(=C/c1ccc2c(c1)OCO2)NC(=O)c1ccccc1Cl	i

Following part
mol	ST2 inh
COc1ccc(C(=O)O)cc1S(=O)(=O)N1CCOCC1	i
COc1ccc(-c2nnc([C@H]3CCN(CCCc4ccccc4)C3)o2)cc1	i
O=C(O)COCC(=O)N1Cc2[nH]cnc2C[C@H]1c1nc(Cc2ccccc2)no1	?
O=C(NCCSc1ccccc1)c1ccc(C2SCC(=O)N2Cc2ccccc2)cc1 (centres undefined)	i
CC(=O)c1c(-c2ccccc2)c2cc(Cl)ccc2[nH]c1=O	?
COC(=O)[C@@H]1C[C@@H](NC(=O)COc2ccc3c(c2)OCO3)CN1C	i
O=C(NCc1ccco1)NC1CC(=O)N(C2Cc3ccccc3C2)C1 (centres undefined)	i
CCc1ccc(NC(=O)CN2C(=O)CC(c3ccccc3)=Nc3ccccc32)cc1	i
N#Cc1ccccc1S(=O)(=O)N1C[C@@H]2C[C@H](C1)c1ccc(-c3ccccc3CN3CCOCC3)c(=O)n1C2	i
COc1ccc(NC(=O)C2C(C=C(Cl)Cl)C2(C)C)cc1 (centres undefined)	i
COc1ccc(OC)c(N2C(=O)C3C(C2=O)[C@H]2C=C[C@@H]3CC2)c1 (some centres undefined)	?

Screens deposited in PubChem by IUPUI and University of Michigan.
